Source: PubChem BioAssay
TCR CD3 inh – inhibitors of human TCR-CD3 interaction, primary screen, biochemical, fluorescence, TAMRA-labeled TCR probe; AID 651800, 2012; 360,000 compounds, 0.37% hits; inhibition, % at 9.4 µM; in the data active = inhibition above about 19%;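 also: recombinant mutant TCR 2C K166C tagged with TAMRA read by polarization; 0% = receptor in buffer alone and 100% = receptor with positive control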
rCAG binder – binders of r(CAG) RNA repeats, primary screen, biochemical, fluorescence; r(CAG) RNA repeat, TO-PRO-1 dye displacement fluorescence; inhibition, % at 3 µM; 370,000 compounds, 1.3% hits; AID 651821, 2012;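 active = inhibition above the plate cutoff, the mean of all test compounds on that plate plus 3 SD, cut at about 35% in these data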;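 also: 0% = DMSO alone and 100% = 100 µM mitoxantrone as full dye displacement; higher means more dye released from RNA so lower well fluorescence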
UHRF1 MBD2 ctr – UHRF1 methylated DNA binding inhibitors, primary screen, counter-screen for MBD2 inhibitor project, biochemical, TR-FRET, human UHRF1, single concentration; E3 ubiquitin-protein ligase UHRF1 (Homo sapiens), Q96T88; UHRF1 binding to methylated oligo; inhibition, % at 4.4 µM; 370,000 compounds, 0.75% hits; AID 687016, 2013; in the data active = inhibition above about 21%;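 also: UHRF1 SRA domain binding a hemimethylated CpG hairpin DNA probe; 0% = median of test compound wells and 100% = reference inhibitor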
NPR1 activator – GC-A stimulated cGMP production enhancers – HEK293 GC-A cells, cGMP TR-FRET, EC30 ANP, primary screen; Atrial natriuretic peptide receptor 1 (Homo sapiens), P16066; 0% at EC30 ANP, 100% saturating ANP; activation, % at 10 µM; 370,000 compounds, 0.14% hits; in the data active = activation above about 40%
SIAE primary – human SIAE inhibitors, primary screen, biochemical, fluorescence polarization, FP-Rh probe, 1536-well HTS. Sialate O-acetylesterase (Homo sapiens), Q9HAT2. SIAE FP-Rh probe binding. inhibition, % at 9.66 µM. 370,000 compounds, 0.69% hits. AID 1053197, 2014;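 active = inhibition above a cutoff: mean of compounds within the control limits plus 3 SD of those, cut at about 17% in these data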;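 also: 0% = plate median of compound wells and 100% = probe without SIAE protein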
mABHD4 FP – ABHD4 inhibitors, primary screen, biochemical, fluorescence polarization, mouse; 370,000 compounds, 0.54% hits; purified mABHD4, FP-Rh probe fluorescence polarization; inhibition, % at 8.92 µM;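 active = inhibition exceeding the mean over every tested compound plus 3 SD, cut at about 30% in these data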;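 also: 0% = plate median of compound wells and 100% = S159A mutant with DMSO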
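Doses – 8.92 µM, single dose · Material – wild-type mouse ABHD4 protein · Replication – single well per compound (singlicate) · Measure – percent inhibition of probe binding, normalized to plate controls · Schedule – 45 min compound pre-incubation plus 60 min probe step, 25 °C · Detection – fluorescence polarization with parallel and perpendicular emission, 525/598 nm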
HTRA1 inh – HTRA1 serine protease inhibitors, primary screen, biochemical, fluorescence polarization, HTS; 340,000 compounds, 0.5% hits; inhibition, % at 5.96 µM; Q92743; recombinant HTRA1, FP-rhodamine activity-based probe; AID 504803, 2011; in the data active = inhibition above about 36%;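 also: 0% = enzyme with DMSO and 100% = wells lacking enzyme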
MBD2 DNA inh – inhibitors of MBD2 binding to methylated DNA, primary screen, biochemical, TR-FRET, DNA-binding domain, human; MBD2 binding to methylated oligonucleotide; 370,000 compounds, 0.31% hits; Methyl-CpG-binding domain protein 2 (Homo sapiens), Q9UBB5; inhibition, % at 4.4 µM; in the data active = inhibition above about 13%
Target sequence (Q9UBB5 whole entry, looked up, the tested form may be a part): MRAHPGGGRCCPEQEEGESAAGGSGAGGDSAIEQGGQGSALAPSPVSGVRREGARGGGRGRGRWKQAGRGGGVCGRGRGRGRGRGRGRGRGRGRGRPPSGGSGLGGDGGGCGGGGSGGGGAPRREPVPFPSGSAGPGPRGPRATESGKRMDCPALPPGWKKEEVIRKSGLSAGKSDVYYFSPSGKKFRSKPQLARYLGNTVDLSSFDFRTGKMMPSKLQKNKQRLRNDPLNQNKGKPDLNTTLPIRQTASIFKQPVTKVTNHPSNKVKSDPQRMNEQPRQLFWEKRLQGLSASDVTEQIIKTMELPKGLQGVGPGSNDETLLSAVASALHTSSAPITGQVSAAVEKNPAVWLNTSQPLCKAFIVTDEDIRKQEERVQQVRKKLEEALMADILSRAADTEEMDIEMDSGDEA
NPR2 activator – human GC-B receptor activators, primary screen, HEK293 GC-B cells, cGMP TR-FRET, EC30 CNP. activation, % at 10 µM. 0% at EC30 CNP, 100% saturating CNP. 370,000 compounds, 0.11% hits. Atrial natriuretic peptide receptor 2 (Homo sapiens), P20594;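 active = activation at 10 µM reaching about 35% in either raw or pattern-adjusted values, limit read from the data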
PRMT1 inh – PRMT1 methyltransferase inhibitors, primary screen, biochemical, fluorescence polarization; recombinant PRMT1, activity-based probe fluorescence polarization; 370,000 compounds, 1.3% hits; inhibition, % at 2.79 µM;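 active = inhibition above about 21% made by adding two undisclosed values, limit read from the data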
Target sequence (Q99873 whole entry, looked up): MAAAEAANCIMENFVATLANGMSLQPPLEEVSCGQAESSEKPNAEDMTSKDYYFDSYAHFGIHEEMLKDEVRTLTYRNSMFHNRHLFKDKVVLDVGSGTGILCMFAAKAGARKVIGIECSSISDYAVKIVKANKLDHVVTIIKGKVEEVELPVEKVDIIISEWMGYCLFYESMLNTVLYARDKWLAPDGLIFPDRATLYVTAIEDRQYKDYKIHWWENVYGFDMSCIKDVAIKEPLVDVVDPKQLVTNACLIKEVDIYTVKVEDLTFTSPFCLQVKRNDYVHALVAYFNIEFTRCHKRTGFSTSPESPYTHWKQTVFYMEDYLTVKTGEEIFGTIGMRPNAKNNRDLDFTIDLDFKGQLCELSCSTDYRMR
The depositor's hits bear a star; / = no result given; & = joins results of further samples. Only part of the results is shown, so the mix of outcomes need not match the whole.

SMILES	TCR CD3 inh	rCAG binder	UHRF1 MBD2 ctr	NPR1 activator	SIAE primary	mABHD4 FP	HTRA1 inh	MBD2 DNA inh	NPR2 activator	PRMT1 inh
CCOC(=O)Nc1ccc2c(CN(C)Cc3ccc(F)cc3)cc(=O)oc2c1	3	2	-2	4	0	-1	2	1	-2	0
O=C(Cc1ccccc1)NCCSCc1ccc(Cl)cc1	-3	-1	0	-11	1	-4	-7	-3	-8	-4
C(=NN=Cc1c[nH]c2ccccc12)c1c[nH]c2ccccc12	7	4	-1	-29	-1	5	29	-2	-9	-1
Cc1ccc(-n2nc(C)c3c2NC2=C(C(=O)CC(C)(C)C2)C3c2ccccc2OCC(=O)O)cc1 (stereo not given)	-8	37*	6	-2	2	-4	-17	-3	5	9
O=C(NCc1ccc(Cl)s1)C1CCC(=O)N(CCc2ccccn2)C1 (stereo not given)	12	-2	-3	4	3	-2	3	0	0	1
CCN(CC)C(=O)CSc1nnc(-c2cnccn2)n1-c1ccccc1	3	-5	0	3	0	7	6	1	4	2
Cc1nc(N)nc(N(C)c2ccccc2)c1Br	8	-2	-3	-3	-4	-3	-6	3	-3	-7
O=C(CSc1nnc(NC(=O)c2cccc(F)c2)s1)NCc1ccco1	-8	10	3	-2	0	-3	1	-5	-6	-3
C[C@H](NC(=O)C1CCN(S(=O)(=O)c2ccccc2)CC1)C(=O)NC1CC1	10	1	-2	6	-3	-7	5	5	9	4
COc1ccc(C)cc1N=Nc1ccc(O)c2ncccc12	-9	9	-6	2	4	36*	86*	-7	2	3
OC1CCN(c2c3c(nc4cc(-c5ccc(F)cc5)nn24)CCC3)CC1	-2	-2	0	-6	-4	0	-13	-2	1	-1
CC(=O)c1cccc(CN2CCCC(N3CCN(c4ccccc4F)CC3)C2)c1 (stereo not given)	6	-11	0	3	0	1	8	-4	-2	-2
O=C(CCC(=O)OCC(=O)c1ccc(Cl)cc1Cl)Nc1cccc2cccnc12	5	0	1	-1	-9	-8	-4	-3	-11	0
CCC(Sc1nc2cc3c(cc2c(=O)n1Cc1ccco1)OCO3)C(=O)Nc1cccc(OC)c1 (stereo not given)	7	11	1	-8	0	-3	-5	1	-4	1
COc1ccccc1C(CNC(=O)C(CCSC)NS(=O)(=O)c1ccccc1F)N1CCCC1 (stereo not given)	3	-5	0	2	8	-2	1	0	-3	-2
CCNC(=S)NC(=NCc1cccnc1)Nc1nc(C)cc(C)n1	8	-6	-3	-3	2	5	3	-6	-5	7
O=[N+]([O-])c1ccc(OCCCCCN2CCOCC2)cc1	-4	-7	0	5	4	3	4	2	5	3
O=C(O)c1nc(NCCc2ccccc2)ncc1Cl	7	2	1	-1	-5	5	0	3	-1	-6
CCCOc1ccc(C(=O)CCC(=O)OCC(=O)N(CC)c2c(N)n(Cc3ccccc3)c(=O)[nH]c2=O)cc1	-1	3	-1	-1	-2	-4	0	2	2	-2
COc1cccc(CN(C)S(=O)(=O)c2ccccc2Br)c1	-1	3	-3	2	-3	-4	-10	-7	-2	0

The closing five entries of the section before come first, to join the parts.
SMILES	TCR CD3 inh	rCAG binder	UHRF1 MBD2 ctr	NPR1 activator	SIAE primary	mABHD4 FP	HTRA1 inh	MBD2 DNA inh	NPR2 activator	PRMT1 inh
CCNC(=S)NC(=NCc1cccnc1)Nc1nc(C)cc(C)n1	8	-6	-3	-3	2	5	3	-6	-5	7
O=[N+]([O-])c1ccc(OCCCCCN2CCOCC2)cc1	-4	-7	0	5	4	3	4	2	5	3
O=C(O)c1nc(NCCc2ccccc2)ncc1Cl	7	2	1	-1	-5	5	0	3	-1	-6
CCCOc1ccc(C(=O)CCC(=O)OCC(=O)N(CC)c2c(N)n(Cc3ccccc3)c(=O)[nH]c2=O)cc1	-1	3	-1	-1	-2	-4	0	2	2	-2
COc1cccc(CN(C)S(=O)(=O)c2ccccc2Br)c1	-1	3	-3	2	-3	-4	-10	-7	-2	0
Cc1ccc([N+](=O)[O-])cc1N=C(c1cccc([N+](=O)[O-])c1)N1CCOCC1	-5	-5	1	-7	3	6	-5	5	-11	2
COc1ccccc1N1CCN(C(=O)C(C)NC(=O)c2ccco2)CC1 (stereo not given)	-6	3	-3	-2	5	2	1	3	3	-1
CNC(=O)c1ccc(S(=O)(=O)c2ccc(Cl)cc2)c(NC(C)=O)c1	7	1	1	3	-3	-3	2	2	0	-1
O=C(Nc1ncc2c(n1)-c1ccccc1OC2)c1ccccc1Cl	6	1	1	1	-6	-41	-15	0	-4	-1
S=C(c1c[nH]c2ccccc12)N1CCCC1	2	0	2	-1	-8	-11	2	8	-3	6
O=C(CSc1nnc(-c2ccccc2)n1-c1ccc(Cl)cc1)Nc1cccc2ccccc12	/	8	-2	-15	-1	2	/	-2	-12	-1
Cc1ccccc1-n1c(=O)[nH]c(=O)c2c(N)c(C(=O)c3ccc(Cl)cc3)sc21	2	0	1	-12	-4	-7	-5	4	-1	0
O=C1CC2CS(=O)(=O)CC2N1c1ccc(Oc2ccccc2)cc1 (stereo not given)	-11	11	5	6	3	-1	-4	3	-3	0
CSc1nc(NCc2ccccc2)c2c3c(sc2n1)CN(C)CC3	6	4	5	14	-7	-3	-17	-7	-5	-3
O=C(/C=C/[C@H]1O[C@@H](n2cnc3c(NC(=O)c4ccccc4)ncnc32)[C@H](O)[C@@H]1O)NCCCc1ccccc1	-5	6	1	2	4	-4	/	-2	1	2
CCOc1ccccc1NC(=O)CSc1nc2c(c(=O)n1C)SC(C)C2 (stereo not given)	-7	2	5	-1	0	-14	-1	5	-5	17
CC(=O)NS(=O)(=O)c1ccc(NC(=O)COc2cccc3c2OC(C)(C)C3)cc1	4	6	0	1	-3	-2	1	1	13	2
COc1cc2c(cc1OC)CN(C(=O)/C=C/c1ccc([N+](=O)[O-])cc1)CC2	1	5	-5	4	-1	10	2	-4	2	2
CC(C)[C@H](NC(=O)c1ccccc1)C(=O)N1CCC[C@H]1C(=O)NCc1ccccc1	-3	2	2	3	1	-3	/	-2	6	1
CCNC(=S)N/N=C/c1ccco1	0	4	-3	1	1	5	-15	3	1	-3
COC(=O)C1=C(C)NC(=O)/C1=C\c1ccc2c(c1)OCO2	-2	3	3	-2	-2	0	6	-3	4	4
Cc1cc(C(C)(C)C)cc(C)c1Cn1c2[n+](c3ccc(C(F)(F)F)cc31)CCCCC2	0	-1	3	4	2	12	2	2	3	-2
COc1ccc(NC(=O)CNC(=O)Cn2c(C)cc3ccccc3c2=O)cc1OC	1	1	3	4	-6	0	2	-2	-3	2
CC1CN(c2ccc(NC(=O)c3ccco3)cc2C(=O)O)CC(C)O1 (stereo not given)	-4	-2	5	4	5	-15	2	8	-10	1
CCC(C)C(NC(=O)C(CC(C)C)NC(=O)C(CO)NC(=O)C1CCC(=O)N1)C(=O)OC (stereo not given)	4	0	-1	0	2	1	-1	1	-2	0
O=C(NCc1ccc(Cl)cc1)C1CCCN(S(=O)(=O)c2cnc[nH]2)C1 (stereo not given)	1	2	2	-1	-1	0	4	1	-2	-2
Cc1ccc(N2CCN(C(=O)c3cn(CC4CCCCC4)nn3)C(C)C2)cc1 (stereo not given)	-2	-5	-3	-3	9	-2	-10	1	-1	-1
COc1ccccc1OS(=O)(=O)c1ccc(NC(C)=O)cc1	-3	-3	0	-3	-1	-1	-2	2	-1	-2
Cc1ccc2oc(-c3cccc(NC(=O)c4cc(-n5cnnc5)ccc4Cl)c3)nc2c1	3	-2	0	1	-13	-3	-11	-3	-6	0
CCOc1c(C)cc(-c2ncccc2O)cc1C	4&2	2&-1	0&4	-1&-1	4&5	-1&-2	1&3	3&-2	-2&-2	-2&-2
COc1cc2nc(CN3CCN(S(=O)(=O)c4ccccc4[N+](=O)[O-])CC3)[nH]c(=O)c2cc1OC	6	9	0	1	-3	-1	-3	-3	-4	-1
COc1cc(C(=O)N2CCN(c3ccccc3Cl)CC2)ccc1OCC(=O)N1CCOCC1	-5	1	12	4	6	-4	0	3	-2	4
COc1cc(NC(=O)CCNC(=O)Cn2cnc3sc4c(c3c2=O)CCCC4)cc(OC)c1OC	6	-3	-1	-2	-2	-2	-1	-1	-1	0
O=C(CSc1ncnc2ccccc12)NCc1ccco1	10	3	-5	2	1	3	-2	2	-4	6
O=c1oc2c(CN3CCCCC3)c(O)ccc2cc1-c1nc2ccccc2[nH]1	6	-15	-5	0	1	5	4	-5	2	16
CC(C)=CCC/C(C)=C/CNC(=O)C[C@H]1C[C@H](C(=O)N2CCOCC2)[C@@]2(C)c3[nH]c4ccc(Cl)cc4c3CCN2C1=O	-1	4	-2	-21	-3	8	-2	-3	-9	2
Cc1ccc(S(=O)(=O)Nc2cccc(-c3ccc4nncn4n3)c2)cc1	5	8	-4	-9	-4	-2	-1	-5	-11	2
O=C(NCc1ccco1)c1ccc(C(=O)NCc2ccco2)s1	-8	5	2	-3	-3	-2	-5	-2	1	3
O=C(NC(=S)Nc1ccccc1N1CCOCC1)c1ccc(Br)cc1	1	-3	1	9	-7	-2	-5	1	-2	-2
Cc1cc(NC(=O)NC2CC(=O)N(c3ccc4c(c3)OCCO4)C2)no1 (stereo not given)	-1	1	2	-2	-4	1	4	0	8	6
O=C(c1ccccc1Cl)N1CCSCCS1(=O)=O	-1	-1	2	3	0	1	/	1	6	2
Nc1ccc(OCc2ccco2)cc1	-2	-2	-1	-1	-2	2	9	-5	7	5
O=C(CSc1ccccc1)Nc1ccc(S(=O)(=O)NCC2CCCO2)cc1 (stereo not given)	1	6	4	-6	-6	-10	-7	1	-3	5
Cc1occc1C(=O)Nc1ccc(S(=O)(=O)N2CCCC2)cc1	4	5	0	1	-3	4	-9	4	4	-2
COCc1[nH]nc2c1C(c1ccc(OC)cc1)C(C#N)=C(N)O2 (stereo not given)	4	-2	-9	1	6	-3	-3	-2	-3	-2
C/C=C/c1ccccc1OCCCN1CCC(C(O)(c2ccccc2)c2ccccc2)CC1	/	0	-1	-14	-12	8	/	-2	-1	-9
O=C(O)c1cc(=O)c2ccccc2[nH]1	5	1	0	0	7	2	5	1	-8	-2
COc1cc(/C=C/C(=O)Nc2cc(S(=O)(=O)N3CCOCC3)ccc2N2CCCC2)cc(OC)c1OC	3	-1	1	6	4	-5	-7	0	1	8
CCNS(=O)(=O)c1ccc(CCC(=O)N2CCN(c3ccccc3)CC2)cc1	2	29	-3	0	-3	1	2	4	6	2
Cc1ccc(S(=O)(=O)NCc2ccccc2)cc1C(=O)NC1CCC(C)CC1 (stereo not given)	0	-2	-2	0	0	-6	-11	-4	1	0
Cc1cccc(C)c1-n1nnnc1C(c1ccnc2ccccc12)N(C)Cc1ccc(Cl)c(Cl)c1 (stereo not given)	-1	3	1	-6	11	11	/	1	0	3
